Screening data: PubChem BioAssay, National Center for Advancing Translational Sciences (NCATS)
mIDH1 inhibitor = qHTS for Inhibitors of mutant isocitrate dehydrogenase 1 (IDH1): qHTS. IDH1-R132H enzyme, NADPH consumption, diaphorase/resazurin fluorescence. Potency, µM (series often up to 76.6 µM), for inactives: at the highest dose activity change, negative = inhibition, hits mostly inhibitors. hit rate 0.093% among 390,000. AID 602179, 2012; also: potency is read from the fitted curve at half-maximal effect; % is scaled to controls: 0 for no effect and ±100 for the full control effect; nearly all actives have a fitted effect of over 65% in size
Target sequence (O75874 whole entry R132H, stated change not applied): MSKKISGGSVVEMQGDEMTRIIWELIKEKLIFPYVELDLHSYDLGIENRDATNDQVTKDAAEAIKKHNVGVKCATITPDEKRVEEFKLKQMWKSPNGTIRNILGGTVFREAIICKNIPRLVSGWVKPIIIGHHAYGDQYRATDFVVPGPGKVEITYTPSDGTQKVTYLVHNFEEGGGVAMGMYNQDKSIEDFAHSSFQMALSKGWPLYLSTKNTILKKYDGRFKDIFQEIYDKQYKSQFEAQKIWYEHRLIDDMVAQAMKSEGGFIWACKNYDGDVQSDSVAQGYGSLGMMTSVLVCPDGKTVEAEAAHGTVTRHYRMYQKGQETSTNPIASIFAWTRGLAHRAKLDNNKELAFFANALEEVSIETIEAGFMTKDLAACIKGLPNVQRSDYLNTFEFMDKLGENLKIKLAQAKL
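IDH1-R132H (0.5 ug/mL dispensed) in pH 7.5 Tris buffer was preincubated 30 min with compound, then given a substrate mix of 0.016 mM NADPH and 2 mM alpha-KG for 80 min at room temperature; remaining NADPH was read by diaphorase/resazurin fluorescence.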
PI4K2A inh = qHTS for small molecular inhibitors of PI4K2A. purified PI4K2A, ADP-Glo luminescence, 1 h; hits give low values. Phosphatidylinositol 4-kinase type 2-alpha (Homo sapiens), Q9BTU6. hit rate 0.13% among 420,000. activity change, negative = inhibition, % at 76.9 µM; in the data active = activity change below about -50%; inconclusive = mostly about -30% to -49%;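 also: -100% = wells without enzyme as full effect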
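In this quantitative HTS, ADP production by PI4K2A was quantified luminescently after 1 h at ambient temperature; 100 microM adenosine served as plate-quality control.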
TrxR1 inh = qHTS Assay for Inhibitors of Mammalian Selenoprotein Thioredoxin Reductase 1 (TrxR1): qHTS; recombinant rTrxR1, NADPH fluorescence consumption, selenite substrate; Thioredoxin reductase 1, cytoplasmic (Rattus norvegicus), O89049; Potency, µM (titrated, usually from 114 µM), for inactives: top-dose activity change, negative = inhibition, usual class: inhibitors; hit rate 1% among 390,000; AID 588453, 2011; also: potency is read from the fitted curve at half-maximal effect; % is scaled to controls: 0 for no effect and ±100 for the full control effect; nearly all actives have a fitted effect of over 65% in size
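Rat TrxR1 (90 nM in the dispensed reagent) was pre-reduced with 400 uM NADPH for 5 min at room temperature, then incubated with compound for 15 min. After 400 uM selenite was added, NADPH fluorescence (Ex 340/Em 450 nm) was followed for 8 min.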
TrxR1 substrate = qHTS Assay for Substrates of Mammalian Selenoprotein Thioredoxin Reductase 1 (TrxR1): qHTS. Thioredoxin reductase 1, cytoplasmic (Rattus norvegicus), O89049. purified TrxR1 substrate turnover, NADPH consumption readout. Potency, µM (highest dose often 114 µM), for the others: top-dose activity change, negative = substrate turnover. hit rate 0.01% among 390,000. AID 588456, 2011; also: potency is read from the fitted curve at half-maximal effect; % is scaled to controls: 0 for no effect and ±100 for the full control effect; nearly all actives have a fitted effect of over 50% in size
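Rat TrxR1, dispensed at 90 nM, was prereduced with 400 uM NADPH (final) for 5 min at ~22 deg C, then incubated with compound 15 min before 400 uM selenite. A first-read NADPH fluorescence drop versus no-compound background flagged substrates.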
GLS inhibitor = qHTS for Inhibitors of Glutaminase (GLS) | GLS enzymatic activity, qHTS titration | Potency, µM (titrated, usually from 45.5 µM), for the others: top-dose activity change, negative = inhibition, actives largely listed as inhibitors | hit rate 0.21% among 410,000; also: potency is read from the fitted curve at half-maximal effect; % is scaled to controls: 0 for no effect and ±100 for the full control effect
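Read-out is an Amplex red fluorescence increase coupled through glutamate oxidase and HRP, measured before and after 30 min room-temperature incubation. hKGA is in 45 mM KH2PO4 (pH 8.2) with 0.02% Tween-20; glutamine added as 1mM solution.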
USP1-UAF1 inh = Inhibitors of USP1/UAF1: Primary Screen; Ubiquitin carboxyl-terminal hydrolase 1 (Homo sapiens), O94782; recombinant USP1/UAF1, Ub-Rhodamine cleavage fluorescence; Potency, µM (doses to about 57.1 µM), without a hit: top-dose activity change, negative = inhibition, most hits filed as inhibitors; hit rate 0.23% among 390,000; also: potency is read from the fitted curve at half-maximal effect; % is scaled to controls: 0 for no effect and ±100 for the full control effect; nearly all actives have a fitted effect of over 60% in size; inactives centre near -12
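In this screen, compounds sit with the deubiquitinase complex (1nM) for 15 min at room temperature before Ub-Rho is added at 150nM final. Fluorescence rise is then followed for 6 reads every 60 seconds.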
HP1b binding inh = HTS for Inhibitors of HP1-beta Chromodomain Interactions with Methylated Histone Tails. Potency, µM (titrated, usually from 114 µM), for the others: at the top dose activity change, negative = inhibition, most hits filed as inhibitors. hit rate 0.56% among 390,000. AlphaScreen HP1-beta / biotin-H3K9me3 peptide binding. Chromobox protein homolog 1 (Homo sapiens), P83916; also: potency is read from the fitted curve at half-maximal effect; nearly all actives have a fitted effect of over 70% in size; inactives centre near 23
Target sequence (P83916 whole entry, looked up): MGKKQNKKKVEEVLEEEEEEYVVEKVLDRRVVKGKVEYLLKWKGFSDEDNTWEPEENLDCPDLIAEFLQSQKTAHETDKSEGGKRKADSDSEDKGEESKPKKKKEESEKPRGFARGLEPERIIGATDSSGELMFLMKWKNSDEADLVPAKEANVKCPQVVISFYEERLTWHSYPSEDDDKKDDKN
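Compound inhibition of the preformed complex between 50 nM HP1-beta and 50 nM biotinylated H3K9me3 peptide was read by AlphaScreen. Buffer was PBS pH 7.4 with 0.01% Tween-20. Incubations ran 30 min at room temperature, with 10 ug/mL donor/acceptor beads.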
Pin1 inh = qHTS Assay to Find Inhibitors of Pin1. Peptidyl-prolyl cis-trans isomerase NIMA-interacting 1 (Homo sapiens), Q13526. Pin1 FP peptide displacement, HiFluor488, 10 min. Potency, µM (series often up to 115 µM), without a hit: at the top dose activity, negative = inhibition, usual class: inhibitors. hit rate 0.009% among 390,000. AID 504891, 2011; active = well fitted inhibition curve with a large enough effect in the polarisation, with a control signal flat, not every such curve was filed as active; inconclusive = small, poorly fitted or top-dose-only effect, or effect the other way, or a change in a side signal; inactive = no such curve, though single readings can be large or run the other way; the % refers to the polarisation; also: potency is read from the fitted curve at half-maximal effect; % is scaled to controls: 0 for no effect and ±100 for the full control effect
Target sequence (Q13526 whole entry, looked up): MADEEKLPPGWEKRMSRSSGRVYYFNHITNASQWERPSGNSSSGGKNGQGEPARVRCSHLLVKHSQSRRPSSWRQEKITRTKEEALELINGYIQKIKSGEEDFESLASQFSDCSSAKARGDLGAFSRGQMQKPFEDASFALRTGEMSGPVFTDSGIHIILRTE
PGK inhibitor = qHTS Assay to Find Inhibitors of Phosphoglycerate Kinase | Phosphoglycerate kinase, glycosomal (Trypanosoma brucei brucei), P07378 | PGK/GAPDH coupled, Kinase-Glo luminescence, 60 min | Potency, µM (top dose mostly 57.5 µM), without a hit: top-dose activity change, negative = inhibition, actives largely listed as inhibitors | hit rate 0.043% among 380,000; also: potency is read from the fitted curve at half-maximal effect; % is scaled to controls: 0 for no effect and ±100 for the full control effect; nearly all actives have a fitted effect of over 60% in size
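Recombinant glycosomal PGK reaction used 1,3-bisphosphoglycerate generated in-well by GAPDH (100nM final) in 100mM TEA pH 7.6, 5mM MgCl2, 0.01% Tween-20. After 60 minutes at room temperature, ATP was read by Kinase-Glo Plus luminescence end-point.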
Active calls of the source: *; i = inactive; ? = inconclusive; [ ] = dose if it differs, or a comment. Unless noted, calls follow the shape of the dose curve; as a rule, active = well fitted curve in the direction sought with a large enough effect; inconclusive = small, poorly fitted or top-dose-only effect, or another doubt; inactive = no such curve, though single readings can be large; an effect the other way counts as inactive or inconclusive. Not all compounds are listed; the hit share may differ from the screen's.

SMILES	mIDH1 inhibitor	PI4K2A inh	TrxR1 inh	TrxR1 substrate	GLS inhibitor	USP1-UAF1 inh	HP1b binding inh	Pin1 inh	PGK inhibitor
COc1ccc2c(c1)CC/C(=C/c1ccncc1)C2=O	8%	-3	-15%	-14%	3%	-8%	13%	1%	-6%
CC1(C)CC(=O)C(C(=O)/C=C/c2ccco2)C(=O)C1	2%	-3	-10%	-13%	?	-20%	?	-3%	-9%
Cc1ccnc2nc(C(=O)NC3=NCCS3)nn12	11%	-3	10%[57.1 µM]	-5%[57.1 µM]	3%	-21%	37%	11%	-4%
COc1ccc2c(c1)c(C(=O)N/N=C/c1cn(C)c3ccccc13)c(C)n2C	4%	2	9%[57.1 µM]	0%[57.1 µM]	?	-8%	-16%	-3%	i
CCOC(=O)Cn1c(=O)n(CC2CCCO2)c2nc(-c3cc(OC)ccc3OC)nc(C(N)=O)c21 (centres undefined)	-5%	-13	1%[57.1 µM]	-6%[57.1 µM]	6%	-10%	24%[57 µM]	5%	10%
c1ccc(-n2nnnc2Cc2nnnn2-c2ccccc2)cc1	-2%	-5	-13%	-15%	7%	-6%	37%	1%	-2%
CCc1nc(SCC(=O)NCc2ccc(F)cc2)c2c(=O)n(C)c(=O)n(C)c2n1	-2%	-5	3%[57.1 µM]	1%[57.1 µM]	-2%	-16%	17%	1%	-3%
CCOc1ccc(S(=O)(=O)N(CC)CC(=O)NCc2ccncc2)cc1	9%	-8	14%	0%	-3%	-2%	-1%	2%	3%
COc1ccc(C)cc1NC(=O)Cc1c(C(=O)O)n(C)c2ccccc12	11%	-9	14%[57.1 µM]	8%[57.1 µM]	-18%	-4%	3%	-8%	i
Cc1ccc2c(c1)[C@@H]1[C@H](CO2)[C@H](c2ccccc2)[C@]2(C)C(=O)N[C@H](C)C(=O)N12	-14%	2	6%[57.1 µM]	3%[57.1 µM]	-2%	8%	12%	-8%	-1%
COc1ccc(NC(=O)CSc2nnc(-c3ccccc3C)n2N)cc1	0%	1	38%[activator]	-2%	-1%	-15%	49%	3%	-5%
COc1ccccc1CNC(=O)Cn1c(=O)nc(-c2ccccc2F)c2cc(Cl)ccc21	-15%	6	13%[57.1 µM]	4%[57.1 µM]	-10%	-18%	34%	-7%	-7%
O=C(NNc1cccc(Cl)n1)Nc1ccccc1	8%	-1	2%	-1%	-7%	-14%	40%[activator]	2%	5%
COc1cccc(/C=C(\C#N)c2nc3ccc(C)cc3[nH]2)c1OCC(=O)O	12%	1	-10%	-8%	-1%	-14%	36%	-1%	-3%
O=C(Oc1cccc2cccnc12)c1cccc(N2C(=O)C3C4CCC(C4)C3C2=O)c1 (centres undefined)	8%	-6	2%[57.1 µM]	14%[57.1 µM]	-1%	-9%	-4%	?	-5%
CN(CC(=O)Nc1cccc(F)c1)C(=O)/C=C/c1cc(Br)ccc1OC(F)F	1%	2	26%	6%	-5%	-22%	23%	-7%	9%
CCc1nc(SCC(=O)NCC2CCCO2)c2oc3ccccc3c2n1 (centres undefined)	3%	7	-6%[57.1 µM]	-14%	0%	0%	25%	2%	-1%
CCOC(=O)c1cc(-c2cc3ccccc3o2)nc2c1c(=O)[nH]c(=O)n2CCOC	0%	7	-31%	160%[activator]	-10%	-11%	35%	?	-10%
CCOC(CNC(=O)c1cccn2c(=O)c3cc(Cl)ccc3nc12)OCC	3%	4	-6%[57.1 µM]	4%[57.1 µM]	-7%	-5%	46%[activator]	-3%	-6%
COc1ccccc1CNC(=O)COc1cc(=O)n(C)c2ccccc12	-5%	-1	25%	-2%	0%	-27%	5%	-11%	0%

Looked up above.
For TrxR1 substrate, COc1cccc(/C=C(\C#N)c2nc3ccc(C)cc3[nH]2)c1OCC(=O)O is listed with -8%
For PGK inhibitor, CCc1nc(SCC(=O)NCC2CCCO2)c2oc3ccccc3c2n1 (centres undefined) is listed with -1%
For PI4K2A inh, CN(CC(=O)Nc1cccc(F)c1)C(=O)/C=C/c1cc(Br)ccc1OC(F)F is listed with 2
For TrxR1 inh, COc1ccc(C)cc1NC(=O)Cc1c(C(=O)O)n(C)c2ccccc12 is listed with 14%[57.1 µM]
For GLS inhibitor, c1ccc(-n2nnnc2Cc2nnnn2-c2ccccc2)cc1 is listed with 7%
For USP1-UAF1 inh, O=C(NNc1cccc(Cl)n1)Nc1ccccc1 is listed with -14%

The list continues.
SMILES	mIDH1 inhibitor	PI4K2A inh	TrxR1 inh	TrxR1 substrate	GLS inhibitor	USP1-UAF1 inh	HP1b binding inh	Pin1 inh	PGK inhibitor
O=C1C2CC=CCC2C(=O)N1c1nccs1 (centres undefined)	3%	1	-1%[11.4 µM]	-6%[57.1 µM]	-3%	-9%	33%	1%	i
CCCCn1c(N)c(N(CCOC)C(=O)CSCc2ccc(C)cc2)c(=O)[nH]c1=O	11%	-3	10%	3%	-11%	-21%	46%[activator]	-9%	i
COc1ccccc1CCc1nnc(CCC(=O)N(C)Cc2cccc3ncccc23)o1	0%	-2	25%[57.1 µM]	4%[57.1 µM]	-2%	-8%	12%	2%	-5%
O=C(Nc1ccccc1)c1cc2ccccc2[nH]1	3%	-7	8%	-2%	-1%	-1%	21%	-1%	-9%
O=C(O)CSc1c(-c2ccccc2)c2cc(Cl)ccc2[nH]c1=O	4%	-7	-16%	-15%	-8%	-17%	37%	-8%	-2%
CCOC(=O)c1c(S(=O)(=O)NCCCc2ccco2)c(C)n(C)c1C	2%	1	?	4%	-19%	-20%	-5%	-8%	-2%
O=C(Nc1cccc(C(=O)N2CCCCC2)c1)c1ccc(Cl)cc1	-1%	-4	-3%	-7%	-6%	-10%	25%	-11%	i
O=C(CSc1ccccn1)Nc1cccc(S(=O)(=O)N2CCCC2)c1	8%	-2	3%	-1%	0%	-2%	27%	1%	-4%
COc1ccc(/C=C/C(=O)O)cc1S(=O)(=O)N1CCc2ccccc21	10%	-1	6%[57.1 µM]	7%[57.1 µM]	18%	-2%	0%	-10%	-8%
O=C(NCc1ccccc1)C1=C[C@@H](C2CC2)C[C@@H](OCc2ccc(CO)cc2)O1	-7%	4	36%[activator]	3%	-2%	-13%	22%	0%	-4%
COc1ccc(C2c3c(n(C)c4ccccc34)C(=O)N2CC(=O)Nc2ccc(F)cc2)cc1 (centres undefined)	-4%	-2	17%	7%	-1%	7%	38%	30%	i
CCCn1c(SCc2nc(-c3cc(OC)ccc3OC)no2)nnc1-c1ccc(Cl)cc1	0%	-2	12%	-4%	-1%	-24%	20%	32%[activator]	i
COc1ccc(C2C(C(=O)NCc3ccccn3)c3cc(OC)c(OC)cc3C(=O)N2C)cc1 (centres undefined)	-5%	-2	9%[57.1 µM]	12%[57.1 µM]	-12%	1%	39%[activator]	-1%	-7%
CCCOc1ccccc1C(=O)N(Cc1ccco1)C1CCS(=O)(=O)C1 (centres undefined)	-2%	1	6%[57.1 µM]	-1%[57.1 µM]	77%[activator]	-7%	-9%	-4%	-4%
COc1ccc(/C=C(\C#N)C(=O)NC(C)c2ccccc2)cc1O (centres undefined)	-3%	-8	-19%	-7%	4%	-14%	-16%	-4%	-2%
CCc1ccccc1N(C)C(=O)Cc1c(C(=O)O)c(C)cn1C	-12%	1	-14%[57.1 µM]	-5%[57.1 µM]	2%	-28%	19%	-15%	3%
Cc1c(NC2=C(Cl)C(=O)N(c3ccccc3)C2=O)c(=O)n(-c2ccccc2)n1C	9%	-16	3.2µM*	1%	10%	-3%	9%	0%	-3%
CN1C[C@@H]2C[C@@H](c3cccn3-c3nccs3)N3CCC[C@@]23C1=O	7%	2	33%[57.1 µM]	0%[57.1 µM]	-3%	-14%	29%	3%	i

Another view of some results above:
COc1ccccc1CCc1nnc(CCC(=O)N(C)Cc2cccc3ncccc23)o1
  mIDH1 inhibitor: 0%; PI4K2A inh: -2; TrxR1 inh: 25%[57.1 µM]; TrxR1 substrate: 4%[57.1 µM]; GLS inhibitor: -2%; USP1-UAF1 inh: -8%; HP1b binding inh: 12%; Pin1 inh: 2%; PGK inhibitor: -5%
O=C(Nc1ccccc1)c1cc2ccccc2[nH]1
  mIDH1 inhibitor: 3%; PI4K2A inh: -7; TrxR1 inh: 8%; TrxR1 substrate: -2%; GLS inhibitor: -1%; USP1-UAF1 inh: -1%; HP1b binding inh: 21%; Pin1 inh: -1%; PGK inhibitor: -9%
